TWEAK Fn14 block – inhibitors of TWEAK-Fn14 interaction signaling; hit rate 2% among 360,000; inhibition, % at 10 µM; AID 1159606; TWEAK-stimulated Fn14 reporter cells, luciferase luminescence, 8 h; in the data active = inhibition above about 50%
SRC3 inh – inhibits human SRC3 coactivator; Q9Y6Q9; HEK293 GAL4-SRC3 luciferase reporter, luminescence; inhibition, % at 3.6 µM; hit rate 0.17% among 360,000; AID 588352;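 active = inhibition above a per-campaign cutoff, the mean of all compounds plus 3 SD, cut at about 60% in these data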;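 note: 0% = DMSO-treated cells and 100% = gossypol-treated cells at 36 µM; higher means less SRC3-driven luciferase light from the GAL4 reporter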
KKLEB tox – counter-screen for CF NF-kB inhibitors: cytotoxicity | KKLEB CF airway cells viability, ATPlite luminescence, overnight; active compounds read low; cells stimulated with P. aeruginosa culture filtrate | activity change (cytotoxicity), % at 5 µM | hit rate 0.36% among 360,000;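 active = corrected activity change at or below -50% at 5 µM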
LRH-1 inv ag – suppresses constitutive activity of human LRH-1 | O00482 | HEK293T StAR-luciferase reporter, LRH-1 transfected, 24 h | inhibition, % at 3.6 µM | hit rate 0.13% among 360,000 | AID 602396;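 active = inhibition above the mean inhibition of all tested compounds plus 3 SD, cut at about 73% in these data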;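 note: 0% = DMSO wells and 100% = reporter-only cells lacking LRH-1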
Target sequence (O00482 whole entry, looked up): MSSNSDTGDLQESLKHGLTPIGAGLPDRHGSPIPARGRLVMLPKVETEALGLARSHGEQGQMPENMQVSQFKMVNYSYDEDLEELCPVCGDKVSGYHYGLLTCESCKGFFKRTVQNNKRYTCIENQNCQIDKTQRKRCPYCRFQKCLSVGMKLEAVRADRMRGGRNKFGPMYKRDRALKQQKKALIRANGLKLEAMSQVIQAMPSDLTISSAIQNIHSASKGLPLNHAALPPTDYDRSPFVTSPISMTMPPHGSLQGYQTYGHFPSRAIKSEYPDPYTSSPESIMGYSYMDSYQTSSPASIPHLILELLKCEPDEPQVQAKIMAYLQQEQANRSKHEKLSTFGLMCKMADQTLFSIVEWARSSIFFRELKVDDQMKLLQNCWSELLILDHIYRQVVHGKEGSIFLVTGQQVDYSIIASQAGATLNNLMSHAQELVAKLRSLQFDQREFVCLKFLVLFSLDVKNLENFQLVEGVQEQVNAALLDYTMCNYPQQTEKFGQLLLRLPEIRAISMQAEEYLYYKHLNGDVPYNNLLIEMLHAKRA
NCOA1 inh – inhibits human SRC1 coactivator; HEK293 GAL4-SRC1 luciferase reporter, luminescence; inhibition, % at 3.6 µM; hit rate 0.12% among 360,000; Q15788; AID 588354;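 active = inhibition above the campaign mean plus 3 SD, with each screening campaign given its own cutoff, cut at about 60% in these data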;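 note: 0% = DMSO treated cells and 100% = gossypol at 36 µM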
CF NFkB block – inhibitors of cystic fibrosis induced NF-kB; hit rate 0.86% among 360,000; inhibition, % at 5 µM; KKLEB NF-kB-GFP reporter, PAF-induced, GFP fluorescence overnight;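 active = at least 50% inhibition at 5 µM, scaled per plate between neutral and stimulator controls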;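 note: PAF is a Pseudomonas aeruginosa culture filtrate used as stimulus; plate controls were PAF-stimulated DMSO wells for no effect and unstimulated DMSO wells for full effect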
Shn3 3UTR inh – inhibitors of Schnurri-3 3'UTR reporter in osteoblasts. Clone20 osteoblast Shn3 3'UTR firefly luciferase, 24 h. inhibition, % at 12.5 µM. hit rate 0.52% among 360,000. AID 588674;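 active = mean inhibition of at least 75% with every replicate also reaching 75%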;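 note: 0% = median of neutral control wells and 100% = pilot-screen positive control compound; some compounds past the cut are filed as inactive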
NR2F2 inh – blocks human COUP-TFII nuclear receptor; P24468; HEK293T NGFI-A luciferase reporter, luminescence; inhibition, % at 8.6 µM; hit rate 0.7% among 370,000;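 active = inhibition above a per-plate cutoff, mean inhibition of test wells between control levels plus 3 SD, cut at about 38% in these data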;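 note: cells cotransfected with COUP-TFII expression vector driving the NGFI-A reporter; 0% = median of COUP-TF2 test wells and 100% = reporter-only cells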
Target sequence (P24468 whole entry, looked up): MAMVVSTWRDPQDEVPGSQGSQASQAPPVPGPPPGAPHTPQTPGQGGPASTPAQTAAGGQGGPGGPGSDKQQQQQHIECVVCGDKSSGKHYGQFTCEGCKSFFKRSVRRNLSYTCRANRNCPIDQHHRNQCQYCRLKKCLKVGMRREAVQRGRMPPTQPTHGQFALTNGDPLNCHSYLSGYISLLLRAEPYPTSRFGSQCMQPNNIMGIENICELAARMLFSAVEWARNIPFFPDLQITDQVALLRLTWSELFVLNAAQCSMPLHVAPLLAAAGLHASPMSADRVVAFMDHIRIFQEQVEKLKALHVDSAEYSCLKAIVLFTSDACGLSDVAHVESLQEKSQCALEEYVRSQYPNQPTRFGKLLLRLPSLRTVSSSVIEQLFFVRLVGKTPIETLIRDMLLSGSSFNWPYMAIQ
C8 TRAIL sens – sensitizes caspase-8 expressing cells to TRAIL. AID 624354. hit rate 1% among 360,000. inhibition (viability loss, TRAIL sensitization), % at 10 µM. NB7+C8 cells + TRAIL, ATPlite viability luminescence;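 active = compounds causing at least 50% loss of cell viability in the single-dose screen, relative to plate controls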
EBV LMP1 NFkB – inhibitors of Epstein-Barr LMP1-induced NF-kappaB reporter | LMP1-induced NF-kappaB luciferase reporter cells, luminescence | hit rate 0.69% among 350,000 | inhibition, % at 12.5 µM | AID 504558; in the data active = inhibition above about 41%;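 note: 0% = neutral control wells and 100% = reference inhibitor control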
TROY signal inh – inhibitors of TROY-dependent NF-kB signaling. Q293 LMP1-TROYcd NF-kB luciferase reporter, 4 h. inhibition, % at 10 µM. hit rate 0.98% among 360,000. AID 1347056;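 active = compounds whose plate-normalised and pattern-corrected inhibition of the luciferase reporter signal at the single screening dose is 50% or more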
Active calls of the source: *; . = no result given.

SMILES	TWEAK Fn14 block	SRC3 inh	KKLEB tox	LRH-1 inv ag	NCOA1 inh	CF NFkB block	Shn3 3UTR inh	NR2F2 inh	C8 TRAIL sens	EBV LMP1 NFkB	TROY signal inh
Cc1ccc(C(=O)OCn2ncc(Cl)c(Cl)c2=O)cc1	106*	-107	-94*	-17	-183	92*	91*	14	94*	89*	68*
O=C1c2ccccc2C(=O)N1COc1ccc(S(=O)(=O)N2CCOCC2)cc1[N+](=O)[O-]	5	-10	15	1	-5	-33	-3	-10	5	0	1
CC(C)c1ccc(/C=N/N2CCCCC2)cc1	-7	-7	17	-15	-47	0	-59	-8	3	-30	18
CC(C)(C)C(=O)CNCC(=O)C(C)(C)C	21	14	8	-2	4	3	-7	-6	-4	1	-7
CCN(CC)C(=O)C(=O)c1cc(C)n(-c2ccc(F)cc2)c1C	8	-5	-1	10	1	11	-11	3	-11	1	-1
COc1ccc(C2CC(c3cccc(OC)c3OC)n3nnnc3N2)cc1 (stereo not drawn)	12	-13	-3	-19	-53	-9	6	5	-9	-8	-15
Cc1ccc(S(=O)(=O)N(CC(=O)N2CCC(C(N)=O)CC2)Cc2ccc(F)cc2)cc1	-10	23	11	-6	13	2	-18	17	10	1	8
CCCCNC(=O)n1c(SC)nc2ccccc21	-47	-20	-8	16	-2	1	-9	-9	-5	-8	3
CCCN(CCC)C(=O)Cc1ccc(F)cc1	2	-1	-14	-2	5	-15	7	7	-2	-20	8
COC(=O)c1cc(S(=O)(=O)NCC2CCN(Cc3cc(C)ccc3C)CC2)c[nH]1	-3	0	11	2	2	-32	-3	0	-1	-8	-5
CC(=O)Nc1ccc(S(=O)(=O)NCC2CC3CCC2C3)cc1 (stereo not drawn)	1	1	-5	-1	15	6	9	16	-3	6	13
CCOc1ccc(C)cc1S(=O)(=O)n1ccc(C)n1	-16	-12	6	-20	-8	-5	11	4	2	2	-22
O=C(CN1C(=O)NC2(CCCCC2)C1=O)Nc1cccc(S(=O)(=O)N2CCOCC2)c1	0	-5	-4	0	-4	19	22	-12	-7	1	-7
COc1ccc(-c2nc(CS(=O)CC(=O)NC3CCCCCC3)c(C)o2)cc1 (stereo not drawn)	5	12	-1	-6	9	4	-6	8	0	-2	-2
CC1=C(C(=O)N2CCOCC2)CC(CC(=O)NCCCCc2ccccc2)C(=O)N1Cc1ccc(F)cc1 (stereo not drawn)	1	-10	5	16	-1	-27	5	3	-4	-2	-5
COc1ccccc1CNS(=O)(=O)c1ccc2c(c1)CCCN2C(C)=O	11	3	8	-2	-14	5	-9	-2	0	1	-11
c1ccc(C2C3=C(Nc4ncnn42)c2ccccc2CCC3)cc1 (stereo not drawn)	21	18	1	21	20	-14	-1	5	-8	8	-9
Cc1cc(C)c(NC(=O)Nc2ccccc2)c(Cl)c1	-25	-19	-5	-6	-9	4	-19	-10	-9	-9	-12
CC(=O)NCCc1nc2ccccc2n1CCc1ccccc1	-5	-3	14	4	-11	8	-26	-11	0	-4	9
COc1cccc(C(=O)Oc2ccccc2/C=C\C(=O)c2cc3ccccc3o2)c1	43	-25	-13	-62	-75	-1	-62	-31	31	16	-67

A second format for some results above:
SMILES | TWEAK Fn14 block | SRC3 inh | KKLEB tox | LRH-1 inv ag | NCOA1 inh | CF NFkB block | Shn3 3UTR inh | NR2F2 inh | C8 TRAIL sens | EBV LMP1 NFkB | TROY signal inh
COc1cccc(C(=O)Oc2ccccc2/C=C\C(=O)c2cc3ccccc3o2)c1 | 43 | -25 | -13 | -62 | -75 | -1 | -62 | -31 | 31 | 16 | -67
CC(=O)Nc1ccc(S(=O)(=O)NCC2CC3CCC2C3)cc1 (stereo not drawn) | 1 | 1 | -5 | -1 | 15 | 6 | 9 | 16 | -3 | 6 | 13
COc1ccccc1CNS(=O)(=O)c1ccc2c(c1)CCCN2C(C)=O | 11 | 3 | 8 | -2 | -14 | 5 | -9 | -2 | 0 | 1 | -11
COc1ccc(-c2nc(CS(=O)CC(=O)NC3CCCCCC3)c(C)o2)cc1 (stereo not drawn) | 5 | 12 | -1 | -6 | 9 | 4 | -6 | 8 | 0 | -2 | -2
CCOc1ccc(C)cc1S(=O)(=O)n1ccc(C)n1 | -16 | -12 | 6 | -20 | -8 | -5 | 11 | 4 | 2 | 2 | -22
CCN(CC)C(=O)C(=O)c1cc(C)n(-c2ccc(F)cc2)c1C | 8 | -5 | -1 | 10 | 1 | 11 | -11 | 3 | -11 | 1 | -1
COC(=O)c1cc(S(=O)(=O)NCC2CCN(Cc3cc(C)ccc3C)CC2)c[nH]1 | -3 | 0 | 11 | 2 | 2 | -32 | -3 | 0 | -1 | -8 | -5

The list continues:
SMILES	TWEAK Fn14 block	SRC3 inh	KKLEB tox	LRH-1 inv ag	NCOA1 inh	CF NFkB block	Shn3 3UTR inh	NR2F2 inh	C8 TRAIL sens	EBV LMP1 NFkB	TROY signal inh
CC(C)N1CCN(Cc2nc3c(s2)CCCC3)CC1CCO (stereo not drawn)	-11	15	-4	12	-6	-10	24	4	-20	0	-4
CCOC(=O)C1CCN(S(=O)(=O)c2c(C)[nH]c(C)c2C(=O)N2CCCCC2)CC1	-1	6	0	4	10	8	-7	-9	-1	-18	-3
O=C(c1cccnc1)N1CCN(S(=O)(=O)c2cccc(Cl)c2)CC1	-10	-1	-13	16	5	-8	7	9	-13	-4	-16
O=C(NC(=S)Nc1cnc2ccccc2c1)c1ccccc1	11	-81	2	-107	-147	3	-59	-40	-6	-31	-30
CCOC(=O)c1cc(-c2ccc3c(c2)OCCO3)nc2c1c(C)nn2CCC#N	27	6	-9	31	6	17	19	4	2	-23	12
O=C(CC1CCCCC1)Nc1ccccc1-c1ccccc1	20	4	-13	3	-5	-8	10	11	-6	6	-13
COc1ccc(NC(=S)NCc2ccc(Cl)cc2)c(OC)c1	-14	-11	6	-4	3	13	-3	11	-13	-6	-19
CCOC(=O)C1CCCN(C(=O)c2cc3ncc(Br)cn3n2)C1 (stereo not drawn)	24	9	9	-14	-8	-5	-9	12	9	-2	-7
COc1cc(C(=O)NCCC(=O)NCCc2ccc(Cl)cc2)cc(OC)c1OC	0	19	-30	0	-1	8	15	3	15	-2	-4
Cc1nnc(SCC(=O)N/N=C/c2cc(Cl)c(O)c(Cl)c2)s1	-11	-4	6	-14	-22	-5	4	7	-8	-1	5
CCCc1c(C(=O)Nc2ccc(OC)cc2)cnn1-c1ccccc1	-19	8	6	-22	-15	-31	-7	0	3	-3	-20
COc1ccc(-n2ncc3c(NCCCN4CCOCC4)ncnc32)cc1	74*	-3	-7	-24	-18	-12	-80	16	6	0	59*
O=[N+]([O-])c1[nH]cnc1/C=C/c1ccccc1	-12	-12	0	-24	-22	-1	-17	-16	1	-1	-13
CCOc1cccc(=O)c2c(C)n(Cc3ccco3)c(C)c12	14	11	12	-19	-10	4	-4	20	-3	7	1
O=C(COC(=O)c1ccccc1O)Nc1cccc(S(=O)(=O)N2CCCC2)c1	11	2	-16	-1	-18	10	-6	7	3	-1	-12
O=C(CN1N=C(c2ccccc2)CCC1=O)NCCCN1CCc2ccccc2C1	-6	6	-8	-29	4	15	-1	7	5	7	-3
Cc1cccc(-n2ncc3c(NCc4ccccc4)ncnc32)c1	-8	-53	-8	-57	-31	24	-17	-40	24	-8	-46
Cc1ccc(-n2nnnc2SCC(=O)NC2CCCc3ccccc32)c(C)c1 (stereo not drawn)	13	8	-6	1	-7	19	42	-8	5	1	6
O=CN1N=C(c2ccccc2)CC1c1ccccc1[N+](=O)[O-] (stereo not drawn)	-1	4	-9	5	-9	14	-6	-9	-17	4	-39
Cc1ccc(S(=O)(=O)C2(C(=O)Nc3nccs3)CC2)cc1	11	-71	-7	9	2	4	7	-5	-1	-3	-2
CC(C)C(=O)Nc1ccc(C(=O)NNC(=O)c2cccs2)cc1	7	-7	6	-12	-16	-2	-2	0	-7	-6	25
C=CCNC(=S)N/N=C(\C)c1cc(OC)c(OC)c(OC)c1	1	21	7	23	-20	-28	-9	-8	-2	5	7
CN(C)C(CNC(=O)CCS(=O)(=O)c1ccccc1)c1ccccc1 (stereo not drawn)	-3	1	3	7	-35	16	12	-11	-17	8	16
COc1cc([C@H]2[C@@H]3CCCC[C@]3(O)CCN2CC(=O)Nc2ccc(C)cc2)ccc1O	66*	-5	-6	3	-35	-13	-17	-7	8	0	7
CC1(C)CC(=O)C=C(NCCN2CCN(C(=O)Nc3ccc(Cl)cc3)CC2)C1	-6	10	-4	14	1	-4	-1	2	-8	5	-22
O=C(Nc1ccc2oc(-c3ccccc3)nc2c1)c1ccccc1F	-30	-20	10	-110	-80	-17	-72	-34	12	-34	-60
O=C(CSc1ccccc1C(=O)NCc1ccccc1)NC1CCCCCCC1	-1	-2	-5	1	-2	2	-8	1	10	7	18
COc1ccc(NC2CC(=O)NC2=O)cc1 (stereo not drawn)	-15	1	-7	-7	5	11	12	9	-10	3	-47
Cc1nc(N)nc(N/N=C/c2ccccc2)n1	-9	8	1	-4	7	9	-2	-25	-4	9	-25
CCOC(=O)C1C(=O)C=C(/C=C/c2ccccc2)CC1c1ccc(Cl)cc1 (stereo not drawn)	2	11	17	0	-1	-13	-25	7	-3	4	-4
Cc1occc1-c1nnc(SCC(=O)NCCc2ccccc2)o1	13	-13	-29	-17	-33	14	-17	-24	-1	2	-34
Cc1ccc(C(=O)NCCCC(=O)O)o1	-4	-11	1	-8	-7	3	-1	2	-19	0	-7
Cc1ccc(S(=O)(=O)c2nc(NCCN(C)C)sc2Cl)cc1	33	21	13	-3	19	22	11	9	2	1	-9
O=C(NCC1CC1)C1Cc2c(-c3cccc(F)c3)ccnc2O1 (stereo not drawn)	16	13	-5	-10	12	-11	-2	-5	-2	.	-5

Complete entries, quoted from the list. Order of values: TWEAK Fn14 block | SRC3 inh | KKLEB tox | LRH-1 inv ag | NCOA1 inh | CF NFkB block | Shn3 3UTR inh | NR2F2 inh | C8 TRAIL sens | EBV LMP1 NFkB | TROY signal inh
Cc1ccc(S(=O)(=O)c2nc(NCCN(C)C)sc2Cl)cc1 as listed: 33 | 21 | 13 | -3 | 19 | 22 | 11 | 9 | 2 | 1 | -9
CN(C)C(CNC(=O)CCS(=O)(=O)c1ccccc1)c1ccccc1 (stereo not drawn) as listed: -3 | 1 | 3 | 7 | -35 | 16 | 12 | -11 | -17 | 8 | 16

Some of the compounds tested; count on the stated rates, not on these rows.
